CR mimetic SO: reduction of superoxide in aged yeast, primary screen, HTS; S. cerevisiae aged cells, superoxide DHE fluorescence; stronger effect = lower value; superoxide response (% of plate mean), % at 10 µM; 330,000 tested, 0.18% active; AID 2690, 2010;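 active means superoxide response under a set limit, about three screen SD below normal, cut at about 65% in these data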;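 further: yeast aged for seven days with compound at 30 °C before DHE staining; 100% = average MFI of all compound-treated wells on the plate with controls excluded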
MEP2 TOR yeast: modulators of MEP2-GFP levels in yeast, primary screen, S. cerevisiae, multiplex flow cytometry, MLPCN library; S. cerevisiae MEP2-GFP strain, 3 h; 100% = DMSO control level; GFP response vs DMSO, % at 10 µM; 330,000 tested, 0.51% active;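 active means GFP response versus DMSO above a set limit, roughly screen mean plus 3 SD, cut at about 180% in these data; inconclusive means fewer than 70 cells counted for a yeast strain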;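 further: median GFP fluorescence of the barcode-gated MEP2-GFP cells per well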
AGP1-GFP MLPCN: modulators of AGP1-GFP expression in yeast TOR pathway, primary screen, cell-based, multiplex flow cytometry, S. cerevisiae, MLPCN library | 320,000 tested, 0.02% active | 3 h; GFP as percent of DMSO wells | GFP response vs DMSO, % at 10 µM | AID 2066, 2009;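 active means GFP response relative to DMSO above a set limit, near screen average plus 3 SD, cut at about 150% in these data; inconclusive means fewer than 70 cells counted for the yeast strain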;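 further: median GFP channel fluorescence of the gated AGP1 strain per well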
VLA-4 inh: inhibition in human VLA-4 binding assay, primary screen, VLA-4 allosteric modulator project, MLPCN library, flow cytometry, VLA-4 expressing cells | Integrin alpha-4 (Homo sapiens), P13612 | ligand binding flow cytometry | inhibition, % (about 7 µM as worked out from the volumes in the protocol) | 330,000 tested, 0.2% active; in the data active means inhibition above about 50%
Target sequence (P13612 whole entry, looked up): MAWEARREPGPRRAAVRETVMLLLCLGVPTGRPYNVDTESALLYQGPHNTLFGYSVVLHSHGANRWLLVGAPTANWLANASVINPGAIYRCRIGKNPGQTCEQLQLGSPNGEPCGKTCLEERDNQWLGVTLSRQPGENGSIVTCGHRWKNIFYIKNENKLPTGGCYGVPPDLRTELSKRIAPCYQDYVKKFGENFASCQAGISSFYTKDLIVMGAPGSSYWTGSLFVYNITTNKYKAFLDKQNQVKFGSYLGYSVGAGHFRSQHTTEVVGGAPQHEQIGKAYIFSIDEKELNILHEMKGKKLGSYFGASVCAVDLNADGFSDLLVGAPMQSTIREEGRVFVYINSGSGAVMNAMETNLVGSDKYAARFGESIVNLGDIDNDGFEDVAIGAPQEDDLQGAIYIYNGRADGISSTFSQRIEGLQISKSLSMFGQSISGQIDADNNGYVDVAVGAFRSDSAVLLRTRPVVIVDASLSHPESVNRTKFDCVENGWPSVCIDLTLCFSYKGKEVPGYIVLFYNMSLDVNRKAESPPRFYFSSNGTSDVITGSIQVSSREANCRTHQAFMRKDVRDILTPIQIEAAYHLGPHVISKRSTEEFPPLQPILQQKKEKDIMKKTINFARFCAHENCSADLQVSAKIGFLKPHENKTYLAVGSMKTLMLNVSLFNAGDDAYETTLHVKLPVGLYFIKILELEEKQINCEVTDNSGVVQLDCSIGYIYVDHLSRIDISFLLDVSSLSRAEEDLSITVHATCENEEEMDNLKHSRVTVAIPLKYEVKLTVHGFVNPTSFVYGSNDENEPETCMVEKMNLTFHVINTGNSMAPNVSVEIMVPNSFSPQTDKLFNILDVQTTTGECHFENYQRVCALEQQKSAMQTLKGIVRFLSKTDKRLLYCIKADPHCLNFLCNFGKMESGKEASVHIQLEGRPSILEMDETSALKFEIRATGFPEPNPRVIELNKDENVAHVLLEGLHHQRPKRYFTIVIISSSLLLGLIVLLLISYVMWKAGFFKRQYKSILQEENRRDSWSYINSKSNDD
GRK2 aptamer HTS: compounds blocking aptamer binding on GRK2 – biochemical, human GRK2, bead flow cytometry, HTS, primary screen | inhibition of aptamer binding, % at 10 µM | Beta-adrenergic receptor kinase 1 (Homo sapiens), P25098 | FAM-aptamer displacement from GRK2 | 330,000 tested, 0.59% active;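 active means inhibition of aptamer binding above 40%, roughly 3 SD of noise, on plates passing a quality check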;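 further: median bead fluorescence of bound FAM aptamer so fluorescent compounds give negative values; no value below 0 was filed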
LAP4 TOR yeast: modulators of LAP4-GFP expression in yeast, primary screen, S. cerevisiae, multiplex flow cytometry, MLPCN library; 3 h; median GFP as percent of DMSO wells; GFP response vs DMSO, % at 10 µM; 320,000 tested, 0.34% active; AID 2023, 2009;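 active means GFP response vs DMSO above a set limit, about the screen mean plus 3 SD, cut at about 150% in these data; inconclusive means under 70 cell events counted for the yeast strain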
CIT2 TOR yeast: modulators of CIT2-GFP expression in yeast, primary screen, S. cerevisiae, GFP fusion, multiplex flow cytometry, MLPCN library; GFP response vs DMSO, % at 10 µM; S. cerevisiae CIT2-GFP strain, 3 h; 100 means same as DMSO wells; 320,000 tested, 0.065% active; AID 2029, 2009;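 active means GFP response relative to DMSO above a set limit, near the screen mean plus 3 SD, cut at about 150% in these data; inconclusive means Fewer than 70 cells measured for a yeast strain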;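 further: ratio of well median GFP fluorescence to mean of DMSO wells on the plate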
RPL19A TOR yeast: RPL19A-GFP expression modulators in yeast, primary screen, cell-based, S. cerevisiae, multiplex flow cytometry, MLPCN | S. cerevisiae RPL19A-GFP strain, 3 h; stronger effect = lower value | percent response vs DMSO, % at 10 µM | 330,000 tested, 0.3% active;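 active means percent response vs DMSO below 50%; inconclusive means fewer than 70 events counted for the yeast strain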;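 further: median channel GFP fluorescence of the barcoded RPL19A-GFP strain; ratio of sample median GFP to plate DMSO average so 100% = DMSO; lower means less RPL19A-GFP as with rapamycin TOR inhibition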
Active calls of the source: *; ? = inconclusive; / = not tested or not shown; [ ] = remark or other dose. Rows are unselected, and some 1.7% of all compounds hit somewhere here.

entry | Compound | CR mimetic SO | MEP2 TOR yeast | AGP1-GFP MLPCN | VLA-4 inh | GRK2 aptamer HTS | LAP4 TOR yeast | CIT2 TOR yeast | RPL19A TOR yeast
1 | Cc1csc(NC(CO)c2nc3ccccc3n2CCOCCO)n1 (stereo not drawn) | 107 | 92 | 84 | 18 | 2 | 112 | 69 | 97
2 | S=C(NCC1CCCCC1)Nc1cccnc1 | 105 | 98 | 96 | 2 | 0 | 104 | 95 | 96
3 | O=C(O)c1ccc(CNC(=O)C23CC4CC(CC(C4)C2)C3)cc1 | 109 | 104 | 96 | 0 | 0 | 102 | 97 | 98
4 | COCCNC(=O)/C(C#N)=C/c1ccc(N2CCOCC2)o1 | 115 | 97 | 97 | 1 | 0 | 99 | 89 | 100
5 | COc1ccc(NC(=O)CSc2nc3c(c(-c4cccs4)c2C#N)CN(C)CC3)cc1OC | 104 | 94 | 96 | 0 | 0 | 93 | 102 | 96
6 | O=Cc1ccc(OCc2ccc3c(c2)OCO3)cc1 | 103 | 105 | 104 | 0 | 3 | 101 | 100 | 103
7 | CCOc1ccc(C(=O)N/N=C/c2c(C)[nH]c(=O)[nH]c2=O)cc1 | 101 | 105 | 98 | -11 | 0 | 98 | 101 | 100
8 | COc1ccc(C2C3=C(CCCC3=O)Nc3ccc4ncccc4c32)cc1OC (stereo not drawn) | 98 | 93 | 100 | -18 | 2 | 101 | 97 | 96
9 | S=c1[nH]nc(Cc2ccc(Cl)cc2)o1 | 116 | 107 | 98 | 4 | 0 | 103 | 104 | 99
10 | Cc1cc([N+](=O)[O-])ccc1NC(=O)CCC(=O)N1CCCC1 | 123 | 99 | 92 | 5 | 2 | 78 | / | 108
11 | Cc1ccc(CO/N=C/C2=C(Cl)c3ccccc3CC2)cc1 | 99 | 105 | 101 | 17 | 0 | 100 | 97 | /
12 | CN(CC(=O)Nc1ccccc1Cl)C(=O)CSC(=S)N1CCCC1 | 105 | 102 | 103 | 14 | 0 | 111 | 88 | 92

Further structures.
entry | Compound | CR mimetic SO | MEP2 TOR yeast | AGP1-GFP MLPCN | VLA-4 inh | GRK2 aptamer HTS | LAP4 TOR yeast | CIT2 TOR yeast | RPL19A TOR yeast
13 | CC(=O)c1c(C)[nH]c(C(=O)OCC(=O)c2ccc3c(c2)NC(=O)CO3)c1C | 101 | 96 | 84 | -33 | 5 | 93 | 87 | 91
14 | COc1ccc(C(C(=O)NCC2CCCO2)N(C(=O)Cn2nnc3ccccc32)c2ccc(NC(C)=O)cc2)c(OC)c1 (stereo not drawn) | 82 | 97 | 98 | 7 | 0 | 96 | 115 | 102
15 | Cc1ccc(P(=O)(CC(=O)O)c2ccc(C)cc2)cc1 | 94 | 355*[may fluoresce violet] | ? | 19 | 3 | 104[may fluoresce violet] | ? | 15*[may fluoresce violet]
16 | O=C(NCc1ccc2c(c1)OCO2)c1ccc(C2SCC(=O)N2Cc2ccco2)cc1 (stereo not drawn) | 105 | 103 | 107 | 17 | 8 | 92 | 106 | 101
17 | CC1CCc2c(sc(NC(=O)/C=C/c3cccs3)c2C(=O)O)C1 (stereo not drawn) | 109 | 93 | 96 | 5 | 3 | 92 | 99 | 98
18 | CC1CC(C)CN(CCCNC(=O)CCC(=O)N2CCOc3ccccc32)C1 (stereo not drawn) | 116 | 100 | 97 | -5 | 0 | 99 | 99 | 103
19 | Cc1c(=O)n(OCc2ccccn2)c2ccccc2[n+]1[O-] | 107 | 104 | 101 | -6 | 4 | 103 | 92 | 98
20 | CNc1oc(-c2ccc(C)cc2)nc1P(=O)(c1ccccc1)c1ccccc1 | 94 | 105 | 101 | 14 | 0 | 97 | 106 | 100
21 | Cc1cc2ccccn2c1C(=O)c1cccc(S(=O)(=O)N2CCOCC2)c1 | 101 | 97 | 98 | -6 | 0 | 99 | 92 | 96
22 | CCOC(=O)N1CCC2(CC1)C(C#N)=C(N)Oc1c2sc2nc(C)cc(C)c12 | 111 | 99 | 96 | 28 | 0 | 99 | 94 | 97
23 | COCCNC(=O)CCc1c(C)nc2nc(-c3cc(OC)cc(OC)c3)nn2c1C | 92 | 95 | 97 | 1 | 2 | 83 | 100 | 96
24 | CCCN(CCC)CCCNC(=O)c1cn(CCOC)c(=O)c2c1c1ccccc1n2C | 91 | 100 | 100 | 5 | 0 | 94 | 104 | 93

Full records as entered above. Screens in order: CR mimetic SO	MEP2 TOR yeast	AGP1-GFP MLPCN	VLA-4 inh	GRK2 aptamer HTS	LAP4 TOR yeast	CIT2 TOR yeast	RPL19A TOR yeast
`CCOC(=O)N1CCC2(CC1)C(C#N)=C(N)Oc1c2sc2nc(C)cc(C)c12` as listed: 111	99	96	28	0	99	94	97
`CC1CC(C)CN(CCCNC(=O)CCC(=O)N2CCOc3ccccc32)C1` (stereo not drawn) as listed: 116	100	97	-5	0	99	99	103
`CC(=O)c1c(C)[nH]c(C(=O)OCC(=O)c2ccc3c(c2)NC(=O)CO3)c1C` as listed: 101	96	84	-33	5	93	87	91
`Cc1c(=O)n(OCc2ccccn2)c2ccccc2[n+]1[O-]` as listed: 107	104	101	-6	4	103	92	98
`COc1ccc(C(C(=O)NCC2CCCO2)N(C(=O)Cn2nnc3ccccc32)c2ccc(NC(C)=O)cc2)c(OC)c1` (stereo not drawn) as listed: 82	97	98	7	0	96	115	102

Going on with the list:
entry | Compound | CR mimetic SO | MEP2 TOR yeast | AGP1-GFP MLPCN | VLA-4 inh | GRK2 aptamer HTS | LAP4 TOR yeast | CIT2 TOR yeast | RPL19A TOR yeast
25 | O=C(CCCOc1ccccc1)Nc1cccc([N+](=O)[O-])c1 | 101 | 104 | 102 | 1 | 0 | 95 | 95 | 102
26 | Cc1nc2cc(N3CCN(C)CC3)c(NC(=O)Cc3ccccc3)cc2c(=O)n1Cc1ccccc1 | 106 | 102 | 100 | 1 | 0 | 107 | 91 | 101
27 | COc1ccc(C(=O)NCCNc2nc3c(C)cccc3cc2C#N)cc1OC | 102 | 121 | 101 | -44 | 2 | 107 | 102 | 99
28 | CC(C(O)c1cc(=O)c(OCc2ccccc2)co1)[N+](=O)[O-] (stereo not drawn) | 90 | 106 | 69 | -52 | 2 | 107 | 96 | 96
29 | O=C1OCC(c2ccccc2)=C1c1ccc(S(=O)(=O)N2CCOCC2)s1 | 104 | 103 | / | -5 | 2 | 108 | 114 | 103
30 | Cn1ncc(Br)c1C(=O)NCc1cccs1 | 131 | 109 | 108 | -4 | 3 | 109 | 99 | 101
31 | CCOC(=O)C1=C(N)OC2=C(C(=O)CC(C)(C)C2)C1c1ccc(CC)s1 (stereo not drawn) | 99 | 102 | 115 | 22 | 0 | 113 | 104 | 104
32 | CCCCn1c(N)nc2ccccc21 | 88 | 113 | 110 | -1 | 1 | 98 | 106 | 104
33 | CCN1C(=O)c2cccc3c(NC(=O)c4ccc(S(=O)(=O)N5CCOCC5)cc4)ccc1c23 | 95 | 102 | 99 | 9 | 3 | 92 | 94 | 96
34 | COCCn1c(SCC(=O)NC2CCCCC2)nnc1-c1ccncc1 | 86 | 103 | 100 | -2 | 0 | 94 | 95 | 100
35 | O=C(CNC(=O)c1cccs1)Nc1ncccc1O | 104 | 98 | 102 | 2 | 5 | 102 | 87 | 95
36 | O=C(OCC(=O)N1CCN(C(=O)c2ccco2)CC1)c1cc(-c2ccc(Cl)c(Cl)c2Cl)nc2ccccc12 | 107 | 118 | 114 | -15 | 0 | 122 | 99 | 80

Three of the entries above in order of their number in VLA-4 inh, descending:
#	compound	MEP2 TOR yeast	AGP1-GFP MLPCN	VLA-4 inh	GRK2 aptamer HTS	LAP4 TOR yeast	CIT2 TOR yeast	RPL19A TOR yeast
35	O=C(CNC(=O)c1cccs1)Nc1ncccc1O	98	102	2	5	102	87	95
26	Cc1nc2cc(N3CCN(C)CC3)c(NC(=O)Cc3ccccc3)cc2c(=O)n1Cc1ccccc1	102	100	1	0	107	91	101
34	COCCn1c(SCC(=O)NC2CCCCC2)nnc1-c1ccncc1	103	100	-2	0	94	95	100

Further records:
item | SMILES | CR mimetic SO | MEP2 TOR yeast | AGP1-GFP MLPCN | VLA-4 inh | GRK2 aptamer HTS | LAP4 TOR yeast | CIT2 TOR yeast | RPL19A TOR yeast
37 | Cc1ccc(C(=O)N/N=C/c2ccoc2)cc1C | 84 | 99 | 88 | 6 | 5 | 91 | 86 | 103
38 | COc1ccc(C(=O)NC2CCN(C(=S)Nc3ccccc3)CC2)cc1 | 105 | 103 | 96 | 9 | 0 | 105 | 91 | 98
39 | Cc1cccc(/C(N)=N/OC(=O)c2ccc(Cl)cc2Cl)c1 | 100 | 79 | 56 | 7 | 5 | 120 | 144 | 94
40 | COCCN1Cc2cccc(C(=O)Nc3ccc(-c4nc5ccccc5[nH]4)cc3)c2C1=O | 125 | 105 | 100 | -5 | 0 | 95 | 104 | 105
41 | CN1CCN(C(=O)c2ccccc2NC(=O)c2cccc(Cl)c2)CC1 | 102 | 97 | 94 | -3 | 0 | 93 | 94 | 100
42 | CC(C)(C)c1ccc(S(=O)(=O)N2CCNC(=O)C2)cc1 | 113 | 134 | 101 | 3 | 1 | 106 | 101 | 100
43 | COc1ccc(NC(=O)CCN2CC(C)OC(C)C2)c(OC)c1 (stereo not drawn) | 89 | 106 | 113 | -3 | 0 | 100 | 108 | 103
44 | ClC1(Cl)CC1CSc1nc2ccccc2[nH]1 (stereo not drawn) | 84 | 93 | 97 | 7 | 3 | 118 | 94 | 95
45 | CC(=O)c1c(C)[nH]c(C(=O)Nc2cc(S(=O)(=O)N3CCCCC3)ccc2C)c1C | 104 | 113 | 110 | 36 | 0 | 112 | 114 | 109
46 | O=c1[nH]c(CN2CCCCC2)nc2c1C1(CCCCC1)Cc1ccccc1-2 | 108 | 115 | 112 | -2 | 3 | 120 | 157* | 120
47 | Cc1cccc(NC(=O)C(=O)NNC(=O)c2ccc(C(C)(C)C)cc2)c1 | 97 | 138 | 16 | -15 | 6 | 98 | 91 | 98
48 | O=C1C2ON(c3ccccc3)C(c3ccncc3)C2C(=O)N1c1ccccc1 (stereo not drawn) | 114 | 100 | 100 | -18 | 1 | 98 | 106 | 97
49 | COc1ccc(C(=O)N2CCN(c3ccccc3)CC2)cc1S(=O)(=O)N1CCOCC1 | 103 | ? | ? | 30 | 0 | 66[may fluoresce violet] | ? | 24*[may fluoresce violet]
50 | O=C(C(=O)N1CC=C(c2ccccc2)CC1)c1c[nH]c2ccccc12 | 104 | 101 | 103 | -18 | 1 | 110 | 105 | 106
51 | Cc1nc(N)nc(Nc2ccc(Cl)cc2)c1Br | 97 | 95 | 97 | 8 | 0 | 87 | 93 | 96
52 | C[C@H](CO)N1C[C@H](C)[C@@H](CN(C)S(C)(=O)=O)Oc2c(NC(=O)Nc3ccc4c(c3)OCO4)cccc2C1=O | 102 | 94 | 89 | -25 | 0 | 87 | 91 | 93
53 | O=S(=O)(c1ccc(Br)s1)N1CCN(c2ccccc2)CC1 | 116 | 95 | 97 | 9 | 0 | 107 | / | 91
54 | OC[C@H](O)[C@H](O)[C@@H](O)[C@@H](O)[C@@H]1SC(c2ccccc2)=NN1c1ccccc1 | 92 | 102 | 109 | 1 | 0 | 115 | 93 | 101

High-throughput results deposited in PubChem BioAssay by NMMLSC.
